# Cneo AK release – Cryptococcus neoformans lysis via adenylate kinase release; C. neoformans lysis, adenylate kinase release luminescence, 4 h; normalised: neutral wells 0, clomiphene wells 100; lysis activity, % at 15 µM; AID 651654; 0.2% of 360,000 active;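 active = mean lysis activity across replicates of at least 80%, whatever share of replicates individually reach that level; inactive = mean lysis activity below 80%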
#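 Material – log-phase Cryptococcus neoformans yeast cells · Input – 5 × 10^6 yeast cells/mL · Medium – fresh YPD growth medium · Doses – single compound concentration per well · Timing – static 4 h at 37 °C with compound, 1 h detection · Detection – adenylate kinase release luminescence · Read-out – signal increase indicating cell lysis · Control set – Clomiphene as positive lysis control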
# RAD52 inh – blocks human RAD52 DNA annealing; inhibition, % at 18.7 µM; P43351; recombinant RAD52 DNA annealing, FRET fluorescence; 0.46% of 360,000 active;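 active = every replicate showing at least 50% inhibition; inconclusive = mean inhibition at least 50% but not in every replicate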
# Target sequence (P43351 whole entry, looked up): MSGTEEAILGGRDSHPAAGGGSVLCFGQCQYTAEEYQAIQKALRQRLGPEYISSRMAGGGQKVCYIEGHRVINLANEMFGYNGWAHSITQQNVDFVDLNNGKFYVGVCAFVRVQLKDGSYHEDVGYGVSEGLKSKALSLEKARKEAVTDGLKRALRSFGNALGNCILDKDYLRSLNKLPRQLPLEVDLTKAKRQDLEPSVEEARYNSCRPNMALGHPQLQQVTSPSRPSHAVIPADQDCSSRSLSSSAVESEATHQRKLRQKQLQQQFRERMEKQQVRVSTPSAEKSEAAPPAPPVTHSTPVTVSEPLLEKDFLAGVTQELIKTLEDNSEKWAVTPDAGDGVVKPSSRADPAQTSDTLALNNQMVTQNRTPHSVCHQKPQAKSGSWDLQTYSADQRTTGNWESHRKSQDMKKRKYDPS
# RAD54 inh – inhibitors of human RAD54 branch migration; Q92698; RAD54 Holliday junction branch migration, FAM/BHQ fluorescence; inhibition, % at 10.4 µM; 0.14% of 360,000 active;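 active = mean normalized replicate activity at least 40 and at least half of replicates scoring 40 or more; inconclusive = only one of the two criteria met; inactive = mean below 40 and under half of replicates reaching 40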;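 note: 0% = median of neutral control wells and 100% = median of positive control wells; inhibitors cause a drop in the FAM fluorescence signal; in these data hits start at about 50%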
# PGC1a acetyl inh – lowers PGC1a acetylation signal in U2OS cells | AlphaScreen anti-acetyl-lysine; with virally co-expressed GCN5 acetyltransferase | inhibition, % at 15.6 µM | 0.17% of 350,000 active | AID 651687;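 active = every replicate shows inhibition of at least 40%; inconclusive = mean inhibition at least 40% but some replicate below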;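 note: 0% = neutral control wells and 100% = positive control wells; some results beyond the cut were filed as inactive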
# PglD inh – PglD (C. jejuni) enzyme inhibition; purified PglD enzyme, DTNB colorimetric CoA detection; inhibition, % at 12.5 µM; 0.098% of 360,000 active; AID 602405; in the data active = inhibition above about 16%, passing the limit was not always enough; inconclusive = no clear call, values can overlap the other calls; note: strong numbers were not always called active
# ERAP1 HTS inh – ERAP1 (human) enzyme inhibition; Q9NZ08; recombinant ERAP1, Leu-AMC fluorescence, 60 min; 0.15% of 340,000 active; inhibition, % at 10.7 µM;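 active = mean replicate inhibition of at least 30%, or all replicates individually reaching that 30% level; inactive = mean below 30% and not every replicate reaching it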;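 note: 0% = neutral control wells and 100% = L-leucinethiol positive control wells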
# E-selectin induc – induces E-selectin expression in human endothelial cells. P16581. 0.37% of 260,000 active. HUVEC E-selectin immunofluorescence imaging; normalized: neutral wells 0, TNF-alpha wells 100. activation, % at 7.58 µM;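 active = mean E-selectin-positive cell signal at least 10% of the positive control, reached in at least 60% of replicates, without over 20% cell loss; inconclusive = no rule given, readout overlaps actives, possibly toxicity-flagged; inactive = the rest, including those meeting only one limit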;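 note: in these data hits start at about 27%; measured in HUVEC primary endothelial cells; signal is the percent of cells scored E-selectin positive by PE staining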
# Target sequence (P16581 whole entry, looked up): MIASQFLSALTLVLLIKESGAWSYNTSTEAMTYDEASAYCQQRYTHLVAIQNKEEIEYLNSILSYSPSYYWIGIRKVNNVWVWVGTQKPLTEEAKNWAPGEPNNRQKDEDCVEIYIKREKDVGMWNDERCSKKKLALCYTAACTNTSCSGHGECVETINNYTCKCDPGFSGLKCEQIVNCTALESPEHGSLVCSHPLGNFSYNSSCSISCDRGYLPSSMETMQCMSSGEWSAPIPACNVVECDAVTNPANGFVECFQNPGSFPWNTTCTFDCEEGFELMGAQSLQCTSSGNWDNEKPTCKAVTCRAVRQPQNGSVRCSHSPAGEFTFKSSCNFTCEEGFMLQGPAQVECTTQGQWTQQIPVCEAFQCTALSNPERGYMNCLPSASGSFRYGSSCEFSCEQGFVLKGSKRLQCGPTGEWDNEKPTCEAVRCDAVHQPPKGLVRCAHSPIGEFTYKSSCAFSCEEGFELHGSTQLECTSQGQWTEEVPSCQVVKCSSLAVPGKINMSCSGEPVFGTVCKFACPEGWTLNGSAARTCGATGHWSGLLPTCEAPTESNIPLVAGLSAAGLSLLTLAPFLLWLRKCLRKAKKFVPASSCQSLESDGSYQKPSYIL
#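 Read-out: % PE-positive cells | Test system: HUVEC | Doses: One compound dose added by pin transfer | Buffer or medium: EGM-2 over gelatin coat | Signal: Immunofluorescence imaging | Benchmarks: TNF-alpha, DMSO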
# miR-122 sensor – miR-122 inhibition in Huh7 cells; Huh7 miR-122 Renilla luciferase sensor, 48 h; neutral wells = 0, positive control = 100; activation (reporter increase), % at 12.5 µM; 0.3% of 340,000 active; AID 602342;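 active = mean replicate activation score at least 90 and every replicate individually at or above 90; inconclusive = only one of the two criteria met; inactive = neither criterion met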;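 note: higher luciferase means less miR-122 activity so hits act as miR-122 inhibitors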
# An asterisk follows results filed as active; ? = inconclusive; / = no result given; & = joins results of further samples; [ ] = another dose, or the depositor's remark. Not a hit list. Share with any hit: about 1.4%.
structure	Cneo AK release	RAD54 inh	RAD52 inh	PGC1a acetyl inh	E-selectin induc	PglD inh	miR-122 sensor	ERAP1 HTS inh
COc1ccc2c(Cl)c(C(=O)OCC(=O)c3ccc4c(c3)NC(=O)CO4)sc2c1Cl	/	/	-7.6	1.6	3.3	/	-2.5	0.4
CCN(CC(=O)Nc1ccc2c(c1)OCCO2)C(=O)COc1ccc(C(C)=O)cc1	-1.4	0.8	7.6	0.2	-0.1	1.7	4.9	-3.6
COc1ccc(S(=O)(=O)N(C)CC(=O)NCc2cccnc2)cc1Cl	-0.5	-1.5	-6.6	-5.0	/	-3.6	-2.4	2.1
CC(C)N(C(=O)[C@H]1C[C@H](CC(=O)NCCc2ccccn2)C(=O)N2CCc3c([nH]c4cc(-c5ccco5)ccc34)[C@]12C)C(C)C	-2.6	11.9	-50.4	/	-0.1	1.0	-6.5	0.3
COc1cc(C(C)=O)ccc1OCc1cn(CC(=O)c2ccc(O)cc2)nn1	10.7	1.5	-12.6	/	-0.1	-0.9	0.4	-2.5
Cc1n[nH]c(C)c1CCC(=O)N/N=C/c1c(C)[nH]c2ccccc12	-5.5	8.1	-6.3	-2.8	/	-0.7	9.6	/
OC[C@@H]1[C@H](c2ccc(-c3ccccc3)cc2)[C@H]2CN(CCC(F)(F)F)CCCCN12	1.5	-1.7	-1.8	-10.0	-0.6	-1.4	6.7[16.7 µM]	0.2
O=C1CCc2cc(S(=O)(=O)N3CCCCC3)cc3c2N1CC3	5.8	-9.4	4.2	/	-0.1	4.7	/	-2.4
CN(CCc1ccccc1)C(=O)c1ccc(NC(=O)Cc2ccc(NC(=O)C3CCCN(C(=O)C4CCCCC4)C3)cc2)cc1 (stereo not given)	-1.0	6.3	-7.2	-22.5	?	-2.0	-1.8	/
O=C(CCS(=O)(=O)c1cccc2nonc12)NC1CCCCCC1	-0.7	-3.3	/	-1.9	/	2.9	3.9	/
CCCCN(C(=O)c1cc(OC)c(OC)c(OC)c1)C1=CC2CCC(C1)N2C (stereo not given)	-8.9	-7.8	/	14.2	/	-0.3	-6.2	/
CCc1nc2c(OCCn3cccc3)cccn2c1N(C)C(=O)c1ccc(C)cc1	-0.5	-9.8	-27.5	/	0.3	2.5	-3.7	6.2
C=CCn1c(N)cc(=O)nc1SC(C)C(=O)Nc1ccc(C(=O)OCC)cc1 (stereo not given)	5.3	1.6	-23.5	/	-0.3	-6.4	/	6.1
CCCn1c(SCC(=O)Nc2cccc(C)n2)nnc1C(C)C	1.6	-1.4	-3.8	8.1	/	-1.2	-4.1	-2.7
Cc1ccc(S(=O)(=O)N(C)C)cc1NC(=O)c1cc(-c2ccncc2)nc2ccccc12	-0.2	19.5	-7.0	-1.3	-0.4	-0.8	-3.4	0.1
COc1ccc(NC(=O)CSc2n[nH]c(C)c2[N+](=O)[O-])cc1	/	/	-5.7	-13.4	14.4	/	-3.3	/
O=C(CCC(=O)c1ccc(F)cc1)NC1CCCN(Cc2ccccc2F)C1 (stereo not given)	-1.5	5.4	-16.3	/	/	5.4	-8.5	-5.3
Cc1cc(C)n2[nH]c(=O)c(N=Nc3ccc(S(N)(=O)=O)cc3)c2n1	-1.5	5.2	-0.8	-1.4	-4.0	-7.4	0.2	4.5
Cc1noc(C)c1NC(=O)Nc1ccc2c(c1)CC(=O)N([C@H](C)CO)C[C@H](C)[C@@H](CN(C)S(=O)(=O)c1ccc(Cl)cc1)O2	-12.9	-6.2	-8.3	1.1	-0.2	0.6	-5.6[16.7 µM]	-3.4
O=c1[nH]c(CN2CCN(S(=O)(=O)c3ccc(Cl)cc3)CC2)nc2cc(Cl)ccc12	-0.4	-3.9	/	/	/	1.7	2.2	/
Cc1ccc(S(=O)(=O)Nc2ccc3c(c2)C(=O)N([C@H](C)CO)C[C@H](C)[C@@H](CN(C)C(=O)NC(C)C)OCCCC[C@@H](C)O3)cc1	-0.2	4.0	7.9	15.6	/	-2.9	12.3[16.7 µM]	-5.2
COC(=O)/C(C#N)=C/c1c(N2CCN(c3ccccc3)CC2)nc2c(C)cccn2c1=O	3.1	-4.5	-37.7	/	/	-8.5	/	3.1
Cc1ccc(-c2cnc3ccccc3n2)cc1C	-3.8	3.6	-14.9	-3.9	/	0.2	6.3	-1.8
Cn1c(C(=O)OCC(=O)NCc2ccco2)cc2sccc21	2.4	2.5	11.1	-10.2	/	-0.6	/	2.2
CO[C@H]1CN(C)C(=O)c2cc(NC(=O)c3ccccc3F)ccc2OC[C@@H](C)N(C(=O)c2ccccc2F)C[C@H]1C	-13.9	10.1	-9.8	3.5	0.0	-0.5	/	3.1
COC(=O)N/N=C1\CCCc2ccccc21	2.8	-4.6	/	-4.6	/	-0.5	1.6	/
CCCCn1c(SCC(=O)N2CCCc3ccccc32)nc2c1c(=O)n(C)c(=O)n2C	-1.3	-0.2	2.3	5.6	/	1.8	-1.3	6.1
C[C@H]1CN([C@@H](C)CO)C(=O)Cc2cc(NS(=O)(=O)c3ccc(Cl)cc3)ccc2O[C@@H]1CN(C)Cc1ccc(C(=O)Nc2ccccc2N)cc1	/	/	-3.6	-10.3	-0.1	/	/	3.3
CC1=C(C(=O)OCC2CCCCC2)C(c2ccccc2F)NC(=O)N1 (stereo not given)	15.8	17.1	-9.2	2.2	-0.1	2.6	-2.5	/
Cc1cc(C)n(CCNC(=O)c2cc(COc3ccc4ncccc4c3)on2)n1	1.4	-3.3	-4.5	-4.4	/	-1.4	-1.3	0.5
Cc1ccc(Nc2cc(C(=O)NCCCN3CCOCC3)c3ccccc3n2)cc1C	-1.9	7.6	0.5	/	/	-4.7	/	3.9
COc1ccccc1N1CCN(C(=O)CSc2nc3ccccc3nc2N2CCCCC2)CC1	1.1	-9.4	-39.2	-7.1	-0.1	-1.0	-12.2	-1.7
CCCCn1c(N)c(N(CCC(C)C)C(=O)CSc2nnc(Nc3ccccc3)s2)c(=O)[nH]c1=O	/	/	3.6	2.6	-1.8	/	-2.5	0.5
C[C@@H]1CN([C@@H](C)CO)C(=O)c2cccc(NS(=O)(=O)c3cn(C)cn3)c2O[C@@H]1CN(C)Cc1ccccc1	-5.1	-4.6	-15.9	/	-0.2	3.0	-3.1[16.7 µM]	0.2
Cc1ccc2ccc(C(Nc3ccccn3)c3ccccc3)c(O)c2n1 (stereo not given)	-1.0	-5.6	-4.5	0.0	0.1	2.3	1.4	3.4
CCOC(=O)C1(Cc2ccccc2C#N)CCCCC1=O (stereo not given)	/	/	-7.8	-3.8	-0.2	/	-2.0	-4.0
C=CCN1Cc2ccccc2[C@H]2OC(c3ccc(OCCCO)cc3)=N[C@@]2(CCS(=O)(=O)c2ccccc2)C1=O	-8.3	-1.5	-24.6	6.1	/	1.2	/	-3.3
Cc1cc(C(=O)Nc2cccc3c2O[C@@H](CN(C)C(=O)Nc2ccccc2)[C@H](C)CN([C@H](C)CO)C3=O)n(C)n1	-1.2	10.4	4.7	-3.0	-0.1	11.5	-9.2[16.7 µM]	2.1
CCCN=C1N(CC)C[C@@H]2[C@@H]3C(=O)N(C)C(=O)[C@@H]3[C@](C)(C(=O)OC)N12	-1.2	3.5	-15.0	5.4	2.6	-6.6	-0.6	9.4
CC1CN(Cc2ccccc2Cl)CC(C)O1 (stereo not given)	-0.1	4.3	-3.3	11.9	/	6.1	-4.4	-0.2
CC(=O)c1ccc(N2CCN(c3ncccn3)CC2)c([N+](=O)[O-])c1	1.1	10.0	-2.1	/	-0.1	4.9	-3.0	-1.4
Cn1c(CSc2nc3ccccc3s2)nnc1SCC(=O)NCCCN1CCOCC1	0.0	-4.3	-1.1	-5.2	-1.7	-2.3	4.3	-0.1
C[C@H](CO)N1C[C@H](C)[C@H](CN(C)C(=O)Nc2ccc(N3CCCCC3)cc2)OCc2cnnn2CCCC1=O	-1.9&-17.8	-1.7&11.8	-35.4&-13.8&-15.3	0.0&-2.1	1.8&-0.2	1.2&-3.0	5.8&2.4[16.7 µM]	1.3&1.7
C#CCNC(=O)C1=C[C@H](C2CCCCC2)[C@@H](CCCO)[C@H](OCC)O1	3.4&-1.4	1.2&-2.2	9.1&-24.1	0.2&-6.9	-0.1	0.8&-6.9	4.6	0.6&-0.5
C[C@@H]1CN([C@@H](C)CO)C(=O)c2cccc(NC(=O)c3nc4ccccc4s3)c2O[C@H]1CN(C)Cc1ccc(C(=O)O)cc1	0.0	0.8	-10.3	5.0	0.2	3.1	7.2[16.7 µM]	0.8
COc1cc(C)nc(NC(=O)NC(=O)c2ccc(C(F)(F)F)cc2)n1	-13.1	6.9	-0.3	1.7	/	3.1	5.8	-3.2
COc1ccc(-c2nc3ccc(Br)cn3c2Cc2cccc(Cl)c2)cc1OC	-4.9	-6.1	0.3	-2.7	-0.8	1.0	-4.2	/
CN1CCN(C2=NC3(CCCC3)C(C#N)C(=O)N2)CC1 (stereo not given)	-3.0	-9.3	/	-9.4	/	3.2	-6.0	/
CCC(=O)Nc1c(-c2ccccc2Cl)c(=O)c2ccccc2n1CC	-1.1	9.3	-3.0	0.3	/	10.0	-4.2	-2.7
Cc1ccc2nc(C)c3c(c2c1)COC3	-5.5	-3.1	/	7.8	/	-6.4	-5.9	/
O=[N+]([O-])c1ccc(Oc2c(F)c(F)nc(N3CCCC3)c2F)cc1	8.9	6.6	/	2.9	/	5.0	-2.1	/
CC(C)(C)NC(=O)NC(=O)CSc1n[nH]c(-c2ccccc2Br)n1	/	/	-2.4	-16.7	-0.7	/	/	-0.5
CCCCNS(=O)(=O)c1ccc(NC(=O)C2c3ccccc3Oc3ccccc32)cc1	-0.2	0.3	-7.1	-4.9	0.7	6.2	54.2	12.9
CC(C)c1cc(C(=O)OCC(=O)NC2CCS(=O)(=O)C2)c(O)c(C(C)C)c1 (stereo not given)	1.2	0.1	24.1	-31.4	0.4	2.5	-4.2	3.3
CN(CCCN1CCOCC1)C(=O)c1cc(COc2ccc(F)cc2F)on1	2.2	-0.1	-7.1	3.2	3.2	4.3	-1.5	-3.0
CCN(CC)C(=O)C1=C(C)N(Cc2ccc(C(C)(C)C)cc2)C(=O)C(CC(=O)NC(c2ccccc2)c2ccccc2)C1 (stereo not given)	0.1	3.4	-15.4	-10.7	/	0.9	-9.1	-1.1
Cc1cc(C)n(CCNS(=O)(=O)c2ccccc2)n1	-0.8	-1.9	-14.3	/	/	-0.3	-1.6	-1.9
C[C@@H]1CCCCO[C@@H](CN(C)Cc2ccncc2)[C@H](C)CN([C@@H](C)CO)C(=O)c2cc(NS(=O)(=O)c3ccccc3)ccc2O1	-5.7	-4.4	21.2	-13.6	/	0.4	1.4[16.7 µM]	-6.6

# Two of these compounds in a different format.
# Below each SMILES: Cneo AK release, RAD54 inh, RAD52 inh, PGC1a acetyl inh, E-selectin induc, PglD inh, miR-122 sensor, ERAP1 HTS inh
CCC(=O)Nc1c(-c2ccccc2Cl)c(=O)c2ccccc2n1CC
  -1.1, 9.3, -3.0, 0.3, /, 10.0, -4.2, -2.7
Cc1ccc2nc(C)c3c(c2c1)COC3
  -5.5, -3.1, /, 7.8, /, -6.4, -5.9, /

# Source: PubChem BioAssay
